# Screens (PubChem BioAssay)
# Wee1 stabilizer: inhibitors of human Wee1 degradation; P30291; HeLa Luc-Wee1K328M stability, luciferase luminescence; 100% = proteasome inhibitor MG132 effect; reporter increase, % at 5 µM; actives 1.2% (n = 220,000); AID 1321;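 active = activation above the mean of all tested compounds plus 3 SD, set per screening run, cut at about 8.8% in these data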;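 note: cells exposed to compound for 20 h before luminescence read; 0% = DMSO alone and 100% = MG132 at 30 µM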
# Hck-Nef inh: inhibitors of human Hck kinase activated by Nef. Recombinant Hck-YEEI plus Nef, Z-Lyte FRET kinase assay. inhibition, % at 20 µM. actives 0.68% (n = 220,000). AID 463187;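 active = Hck-Nef kinase inhibition above about 50%, limit read from the data; inactive = inhibition below that limit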;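 note: 0% = DMSO with Hck plus Nef and 100% = Hck alone without Nef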
# Target sequence (P08631 whole entry, looked up): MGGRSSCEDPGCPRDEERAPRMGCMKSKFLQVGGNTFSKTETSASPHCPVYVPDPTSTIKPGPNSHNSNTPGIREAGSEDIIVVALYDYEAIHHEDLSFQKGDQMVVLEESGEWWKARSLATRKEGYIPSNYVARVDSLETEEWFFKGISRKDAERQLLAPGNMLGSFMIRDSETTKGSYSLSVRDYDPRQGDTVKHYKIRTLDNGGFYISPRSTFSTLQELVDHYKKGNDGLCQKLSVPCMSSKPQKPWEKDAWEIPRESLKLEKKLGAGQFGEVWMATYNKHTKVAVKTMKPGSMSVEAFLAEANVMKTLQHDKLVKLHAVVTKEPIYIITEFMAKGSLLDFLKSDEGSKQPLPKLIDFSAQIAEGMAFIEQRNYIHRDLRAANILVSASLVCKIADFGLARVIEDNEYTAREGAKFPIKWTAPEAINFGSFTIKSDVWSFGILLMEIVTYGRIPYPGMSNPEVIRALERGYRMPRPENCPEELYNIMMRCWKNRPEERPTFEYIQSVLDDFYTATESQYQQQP
# hK5 inh: blocks human kallikrein 5 protease activity; Q9Y337; recombinant hK5, fluorogenic AMC substrate cleavage; inhibition, % at 5 µM; actives 0.59% (n = 210,000);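 active = inhibition of 40% or more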;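 note: 0% = enzyme controls without compound and 100% = no-enzyme blanks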
# Target sequence (Q9Y337 67-293 limits assumed): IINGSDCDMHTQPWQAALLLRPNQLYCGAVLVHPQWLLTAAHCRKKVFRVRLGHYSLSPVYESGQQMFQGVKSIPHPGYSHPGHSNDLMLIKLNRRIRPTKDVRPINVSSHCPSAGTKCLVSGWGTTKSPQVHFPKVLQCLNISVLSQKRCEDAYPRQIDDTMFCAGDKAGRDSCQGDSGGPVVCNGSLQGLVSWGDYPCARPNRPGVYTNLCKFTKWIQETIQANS
# Runt-SMMHC FRET: inhibitors of human RUNX1 Runt domain binding to CBFb-SMMHC. Q01196+Q13951. AID 1434. actives 0.74% (n = 220,000). inhibition, % at 20 µM. Cerulean-Runt/Venus-CBFb-SMMHC FRET ratio 530/480, 1 h;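 active = mean inhibition across duplicate retests at 20 µM reaching about 50%, limit read from the data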;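 note: 0% = DMSO wells and 100% = wells with excess untagged CBFb-SMMHC; inhibitors lower the FRET ratio by blocking Runt binding to CBFb-SMMHC; some results filed as inactive read as strong as hits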
# Runt-CBFb FRET: inhibitors of human RUNX1 Runt domain binding to CBFb; Q01196+Q13951; Cerulean-Runt/Venus-CBFb FRET ratio 530/480, 1 h; inhibition, % at 20 µM; actives 0.46% (n = 220,000);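 active = inhibition over about 50% at 20 µM in the single-dose screen, limit read from the data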;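 note: 0% = DMSO wells and 100% = excess unlabeled CBFb competitor control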
#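 Doses: 20 µM compound in 1% DMSO | Material: Cerulean-labeled Runt domain protein | Amount: Each fluorescent fusion protein 100 nM | Schedule: Two 1 h room-temperature incubations shielded from light | Measured by: FRET fluorescence | Evaluation: Loss of energy transfer signal | Controls: Unlabeled CBFb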
# thrombin 1536: thrombin (human) inhibition | P00734 | alpha-thrombin, Boc-VPR-AMC fluorogenic substrate cleavage | inhibition, % at 5 µM | actives 0.26% (n = 220,000) | AID 1046;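 active = inhibition at or above 40%; inactive = inhibition below 40%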;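 note: 0% = enzyme with no compound and 100% = wells without enzyme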
#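 System: Human alpha-thrombin protein | Medium: pH 7.5 Tris (50 mM) with NaCl 150 mM, Tween 20 0.05% | Times: Enzyme reaction carried out at room temperature | Detection: AMC fluorescence, 355/460 nm | Evaluation: Percent inhibition scaled between no-compound controls and no-enzyme blanks | Benchmarks: Enzyme without compound as high, wells lacking enzyme as low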
# FXIIa inh 1536: inhibitors of human coagulation factor XIIa | purified FXIIa, Boc-QGR-AMC fluorogenic substrate, 2 h | inhibition, % at 5 µM | actives 0.3% (n = 220,000) | AID 800; in the data active = inhibition above about 40%;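 note: 0% = enzyme with no compound and 100% = blank without enzyme; many of its hits are not listed in these tables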
# 14-3-3 Bad PPI: disrupts binding of bovine 14-3-3 zeta to phospho-Bad peptide | TR-FRET 14-3-3zeta/Dy647-pBad peptide displacement, 1 h | inhibition, % at 21.7 µM | actives 0.71% (n = 220,000) | AID 781;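 active = inhibition above about 70%, limit read from the data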;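 note: 0% = full 14-3-3 plus peptide FRET controls and 100% = background without 14-3-3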
# Target sequence (P63103 whole entry, looked up): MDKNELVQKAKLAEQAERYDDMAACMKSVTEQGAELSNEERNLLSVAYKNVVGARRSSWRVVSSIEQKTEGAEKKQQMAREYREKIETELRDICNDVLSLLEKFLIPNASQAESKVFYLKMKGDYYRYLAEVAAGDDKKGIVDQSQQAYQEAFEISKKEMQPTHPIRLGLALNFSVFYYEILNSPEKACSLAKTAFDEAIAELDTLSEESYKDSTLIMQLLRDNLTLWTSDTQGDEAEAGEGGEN
# FXIa inh 1536: factor XIa (human) inhibition | P03951 | purified FXIa, Boc-Glu-Ala-Arg-AMC fluorogenic substrate | inhibition, % at 5 µM | actives 0.14% (n = 220,000) | AID 798;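 active = inhibition of at least 40%; inactive = inhibition below 40%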;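 note: fluorescence of freed AMC excited at 355 nm; 0% = enzyme without compound and 100% = no enzyme blank; many of its hits are not listed in these tables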
# Starred values were filed as active, the others as inactive; . = not tested or not shown; [ ] = dose if it differs, or a comment.
SMILES,Wee1 stabilizer,Hck-Nef inh,hK5 inh,Runt-SMMHC FRET,Runt-CBFb FRET,thrombin 1536,FXIIa inh 1536,14-3-3 Bad PPI,FXIa inh 1536
Cc1[nH]nc(-c2ccc(OCc3cnn(-c4ccccc4)c3)cc2O)c1Oc1ccc(Cl)cc1,0,1,-64,0,1,2,11,-4,8
Cc1cc(Cl)c(S(=O)(=O)N2CC(C)OC(C)C2)cc1OCC(N)=O (centres undefined),-3,0,26,2,2,15,-19,-4,3
COCCN1C(=O)c2ccccc2C(C(=O)NCCCN2CCCC2=O)C1c1c[nH]c2ccccc12 (centres undefined),2,-2,-25,5,-2,0,10,-3,-6
O=C(O)CCCC(=O)Nc1ccccc1C(=O)N1CCCC1,-2,7,-26,-1,-1,0,15,-6,-3
Cn1nnnc1SCCNCc1ccncc1,1,-1,3,3,0,-3,-6,68[fluorescence artefact?],-3
COc1cc2ccccc2cc1C(=O)NC(=S)Nc1cc(C(=O)O)ccc1C,-2,9,-4,-6,-6,-15,99*,3,-1
O=S(=O)(c1ccc(Cl)cc1)N1CCN(c2ncccn2)CC1,1,6,2,2,-2,1,9,-7,1
COC(=O)c1ccc(NC(=O)CN2CCOCC2)cc1,5,-2,0,1,-3,1,10,14,5
Cc1cc(C)n(C(=O)CCCC(=O)n2nc(C)cc2C)n1,1,0,-27,0,-2,-7,8,-1,-10
CC(=O)Nc1cccc(-c2cn3ccccc3n2)c1,11*,-7,-2,2,1,-1,12,-5,1
COC(=O)CSc1nc(NCC(C)C)nc(N2CCOCC2)n1,-2,6,-14,1,2,-6,1,-8,-5
Cc1ccc(-c2csc(N(CCCN3CCOCC3)C(=O)c3ccco3)n2)cc1,-2,2,3,-5,-1,0,7,50,4
O=C(CCC(=O)OCC(=O)c1cccc([N+](=O)[O-])c1)Nc1cccc(Cl)c1Cl,-3,1,-10,6,0,-6,14,-3,-2
O=c1[nH]c2cc3c(cc2cc1CN(CC1CCCO1)S(=O)(=O)c1ccccc1)OCCO3 (centres undefined),4,-5,7,-4,-4,1,2,-11,1
CCOC(=O)C1C(=O)NC(N2CCCCC2)=NC1c1ccccc1 (centres undefined),-1,-8,0,-3,-2,-8,4,-7,-5
Cc1c(NC(=O)CN2C(=O)C(=O)c3ccccc32)c(=O)n(-c2ccccc2)n1C,1,22,-1,0,-1,-7,7,-2,-2
Cc1ccc(NCc2nnc(SCC(=O)N3CCCc4ccccc43)o2)c(C)c1,1,2,-20,-1,-4,0,12,2,3
Cc1ccc(S(=O)(=O)NNC(=O)c2cccnc2)cc1,-2,13,-9,-3,-2,-9,4,-3,-4
O=C(CSc1ccc(-c2ccccn2)nn1)N1CCCc2ccccc21,-3,14,0,2,2,9,2,-12,-9
Cc1ccsc1C1Nc2ccc3ncccc3c2C2=C1C(=O)CCC2 (centres undefined),-1,17,-18,1,0,2,-3,-1,2
Cc1cc(N2CCOCC2)n2nc(C)c(-c3ccccc3)c2n1,-3,1,-12,136,86*,-7,0,-9,-5
COc1ccccc1Oc1ccc(-c2cnc3ccccc3n2)cc1[N+](=O)[O-],0,18,0,0,0,-3,10,-10,-4
CC1CC(C(F)(F)F)n2ncnc2N1 (centres undefined),4,1,-13,2,1,-3,9,-7,-8
CCOc1ccc(NC(=O)c2ccccc2OC)cc1,0,1,-17,1,1,-6,7,4,0
CCCOC(=O)Nc1cc(OC)ccc1[N+](=O)[O-],7,-4,-1,0,-3,5,8,8,3
Cc1ccc(NC(=O)C2CCN(S(=O)(=O)c3c(C)n[nH]c3C)CC2)nc1,10*,2,-5,4,0,2,16,10,-2
CN(Cc1ccc(F)cc1)C(=O)c1ccc2c(c1)NC(=O)CS2,-1,20,-4,0,3,-7,3,-1,-4
O=C(CSc1ccccn1)N1CCOCC1,1,3,-17,0,-2,-9,7,3[fluorescence artefact?],1
O=C(OCc1nc2ccccc2[n+]([O-])c1C(=O)c1ccccc1)c1ccco1,0,30,4,2,-2,1,11,4,1
C(=N\Nc1nc(-c2ccccc2)cs1)/c1cccnc1,0,2,6,-3,3,3,7,6,13
COC(=O)c1c(NC(=S)Nc2ccc(C(=O)N3CCOCC3)cc2)sc2c1CCC2,1,12,-14,15,12,1,14,-13,-2
CC(=O)c1ccc(OCCN2CCOCC2)cc1,2,-17,1,-5,0,-13,-15,40,-4
COc1cccc(C2CC(c3cccs3)=NN2C(=O)CSc2nc3c(cnn3-c3ccc(F)cc3)c(=O)[nH]2)c1OC (centres undefined),2,10,-2,-13,-4,2,28,-14[fluorescence artefact?],21
COc1ccc(/C=C2\SC(=S)N(CC(=O)Nc3nnc(C)s3)C2=O)cc1,3,-8,-3,-1,7,4,17,-4,11
COc1ccc(-n2c(-c3ccc(F)cc3)cnc2SCC(=O)NCc2ccco2)cc1,0,0,1,1,-1,2,13,-11,4
COc1ccccc1N1CCN(C(=O)c2cc(N3C(=O)C4C5CCC(C5)C4C3=O)ccc2Cl)CC1 (centres undefined),1,2,-25,1,2,-3,11,-18[fluorescence artefact?],3
CCn1c(-c2ccc(C)cc2)nn(CC(=O)NCCc2ccccc2)c1=S,3,-4,-14,-2,-3,-5,22,-4,8
COC(=O)c1ccc(S(=O)(=O)NNC(=O)COc2ccc(C)cc2)cc1,-2,1,-13,2,3,-9,4,4[fluorescence artefact?],1
COc1ccc(/C=C2\N=C(SC)N(c3ccccc3OC)C2=O)cc1,-3,0,1,0,-3,-2,13,-15,2
Cc1nc2ccccc2nc1N1CCCC1,-1,2,-1,-3,0,-3,2,1,-2

# Twelve structures out of the list, sorted by SMILES length, smallest number first.
SMILES,Wee1 stabilizer,Hck-Nef inh,hK5 inh,Runt-SMMHC FRET,Runt-CBFb FRET,thrombin 1536,FXIIa inh 1536,14-3-3 Bad PPI,FXIa inh 1536
COC(=O)c1ccc(NC(=O)CN2CCOCC2)cc1,5,-2,0,1,-3,1,10,14,5
Cc1cc(C)n(C(=O)CCCC(=O)n2nc(C)cc2C)n1,1,0,-27,0,-2,-7,8,-1,-10
Cc1cc(N2CCOCC2)n2nc(C)c(-c3ccccc3)c2n1,-3,1,-12,136,86*,-7,0,-9,-5
O=C(CSc1ccc(-c2ccccn2)nn1)N1CCCc2ccccc21,-3,14,0,2,2,9,2,-12,-9
COc1ccc(/C=C2\N=C(SC)N(c3ccccc3OC)C2=O)cc1,-3,0,1,0,-3,-2,13,-15,2
Cc1ccc(NCc2nnc(SCC(=O)N3CCCc4ccccc43)o2)c(C)c1,1,2,-20,-1,-4,0,12,2,3
Cc1ccc(-c2csc(N(CCCN3CCOCC3)C(=O)c3ccco3)n2)cc1,-2,2,3,-5,-1,0,7,50,4
COc1ccccc1Oc1ccc(-c2cnc3ccccc3n2)cc1[N+](=O)[O-],0,18,0,0,0,-3,10,-10,-4
COC(=O)c1c(NC(=S)Nc2ccc(C(=O)N3CCOCC3)cc2)sc2c1CCC2,1,12,-14,15,12,1,14,-13,-2
O=c1[nH]c2cc3c(cc2cc1CN(CC1CCCO1)S(=O)(=O)c1ccccc1)OCCO3 (centres undefined),4,-5,7,-4,-4,1,2,-11,1
COCCN1C(=O)c2ccccc2C(C(=O)NCCCN2CCCC2=O)C1c1c[nH]c2ccccc12 (centres undefined),2,-2,-25,5,-2,0,10,-3,-6
COc1ccccc1N1CCN(C(=O)c2cc(N3C(=O)C4C5CCC(C5)C4C3=O)ccc2Cl)CC1 (centres undefined),1,2,-25,1,2,-3,11,-18[fluorescence artefact?],3

# Next part.
SMILES,Wee1 stabilizer,Hck-Nef inh,hK5 inh,Runt-SMMHC FRET,Runt-CBFb FRET,thrombin 1536,FXIIa inh 1536,14-3-3 Bad PPI,FXIa inh 1536
O=C(COc1ccccc1)N1CCN(C(=O)Cc2ccccc2)CC1,3,-2,-1,-4,-2,-3,3,-2,3
COc1ccc(-c2cc3cc(OC)c(OC)cc3c(C)n2)cc1,2,5,7,-2,-2,26,34,0,5
Cc1ccc(/C=N/NC(=O)NC23CC4CC(CC(C4)C2)C3)o1,10*,.,3,-6,-1,-8,5,.,5
CCOc1ccccc1N(CC(=O)NC1CCCCC1)C(=O)CCCC(=O)Nc1ccccn1,3,0,8,2,-1,-6,7,6,3
C/C(=N\NS(=O)(=O)c1ccccc1)c1ccc2c(c1)OCO2,-2,21,-4,-2,-2,.,0,-5,-2
Cc1nc2ccc(-c3ccccc3)cc2o1,-2,-3,-15,-3,-2,-11,15,5[fluorescence artefact?],-2
CCOC(=O)c1cnc2ccc(C)cc2c1Nc1ccc(N2CCOCC2)cc1,2,6,-18,0,-1,2,7,7,5
COc1ccccc1NC(=O)CN1C(=O)CSC(C)C1=O (centres undefined),1,5,0,1,5,-3,0,-4[fluorescence artefact?],9
O=C(Nc1cccc(-c2cn3ccccc3n2)c1)c1cnccn1,0,0,11,0,1,-4,1,3,-2
CCn1ccnc1CN1CCCC(CO)(Cc2cccc(OC)c2)C1 (centres undefined),0,20,-8,-1,-1,-10,2,-3,-4
O=C(Nn1cnc2ccccc2c1=O)c1ccccc1,-2,15,5,-5,-1,1,9,-14,2
COc1ccc(-c2nnc(NC(=O)c3ccc(S(=O)(=O)N4CCCc5ccccc54)cc3)o2)cc1,-3,0,-289,-4,-2,6,19,2,7
CSCc1cc(N2CCCC2)nc(-c2ccccc2)n1,1,25,-1,-1,0,-3,4,-7,1
O=C(Nc1ccc(NC(=O)C2CC2)nc1)c1cccnc1,3,0,-8,-4,-1,-6,8,3,0
CC(=O)Nc1ccc(OCC(O)CNC2CCCC2)cc1 (centres undefined),-1,0,7,1,0,-8,-6,28,-9
Cn1c(=O)oc2cc(S(=O)(=O)NCCc3ccccc3)ccc21,-2,-2,-20,8,-3,-3,5,13,-3
CCSC(=Nc1ccccc1)C1=C(O)COC1=O,6,-1,-1,4,-1,6,10,51[fluorescence artefact?],1
COc1ccc(C(=O)CN2C(=O)c3ccccc3C2=O)c(OC)c1C,1,-27,-5,0,-1,-6,10,-1[fluorescence artefact?],-1
C=C(C)Cn1c(-c2cccc([N+](=O)[O-])c2)n[nH]c1=S,-1,-12,-6,10,9,-2,3,-3,1
COc1ccc(Cl)c(NC(=O)NCCN2CCN(c3ccccc3)CC2)c1,-1,3,-11,-1,0,2,15,-4[fluorescence artefact?],-1
